GPR55 LPI antagonism – GPR55 antagonists blocking LPI-driven arrestin recruitment, primary screen, imaging, U2OS, beta-arrestin-GFP, LPI agonist (AID 2013). 290,000 compounds, 0.13% hits. one-dose inhibition, % at 10 µM; IC50 in µM for titrated hits. U2OS GPR55 beta-arrestin-GFP translocation imaging, LPI antagonism; higher % means a stronger effect;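 active = spots per cell inhibited over 60%, with over 100 cells counted and total cytoplasm intensity under 500,000; inconclusive = wells with under 100 cells, flagged as likely toxic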;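 also: U2OS cells stably carrying GPR55 and arrestin-GFP stimulated by 5 µM LPI near EC80; imaged beta-arrestin-GFP aggregate spots per cell after agonist stimulation; plate controls were LPI-stimulated DMSO wells for no effect and DMSO wells without LPI for full effect; some results filed as inactive read as strong as hits; confirmed hits need IC50 under 10 µM and bright autofluorescent wells are also inconclusive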
NOD1 inhibition – inhibition of NOD1-driven NF-kB reporter – cell-based, luminescence, uHTS, primary screen (AID 1578); NOD1-driven NF-kB luciferase reporter cells, luminescence; higher % means a stronger effect; one-dose inhibition, % at 4 µM; EC50 in µM for titrated hits; 290,000 compounds, 1% hits; in the data active = inhibition mostly above about 36%, no sharp cut-off; inactive = mostly below about 34%;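 also: HEK-293T reporter cells stimulated with the NOD1 agonist gamma-tri-DAP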
KOR beta-arrestin-1 – kappa opioid receptor activators – cell-based, luminescence, uHTS, primary screen (AID 1777); KOR beta-arrestin recruitment, luminescence; higher % means a stronger effect; activation, % at 10 µM, or EC50 in µM where a hit was titrated; 280,000 compounds, 0.02% hits; in the data active = activation above about 50%, passing the limit was not always enough; also: a part of the inactive calls stands beside numbers as strong as those of hits
GPR35 antagonists – GPR35 antagonists blocking zaprinast-driven arrestin recruitment, primary screen, imaging, U2OS, beta-arrestin-GFP, zaprinast agonist (AID 2058) | one-dose inhibition, % at 10 µM; IC50 in µM for titrated hits | U2OS GPR35 beta-arrestin-GFP translocation imaging, zaprinast antagonism; higher % means a stronger effect | 290,000 compounds, 0.052% hits;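 active = inhibition of at least 50% with at least 30 cells and total cytoplasm GFP at most 10,000,000; inconclusive = under 30 cells or total GFP of 10,000,000 plus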
KOR beta-arrestin-2 – kappa opioid receptor blockers – cell-based, luminescence, uHTS (AID 1778); KOR beta-arrestin recruitment, luminescence, antagonist mode; higher % means a stronger effect; one-dose inhibition, % at 10 µM; IC50 in µM for titrated hits; 290,000 compounds, 0.091% hits; in the data active = inhibition above about 50%; also: strong numbers were not always called active
SIAH1 antagonists – blockers of Siah-1 interaction with plectin peptide – biochemical, fluorescence polarization, rhodamine-plectin, uHTS, primary screen (AID 1817); 290,000 compounds, 0.02% hits; one-dose displacement, % at 20 µM; IC50 in µM for titrated hits; Siah-1 / rhodamine-plectin peptide fluorescence polarization; higher % means a stronger effect;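 active = displacement of at least 50% at 20 µM, with a fluorescence ratio check between 0.3 and a set limit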;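 also: plate controls were Siah plus tracer with DMSO for no effect and tracer alone without Siah for full effect; strong numbers were not always called active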
GPR55 beta-arrestin – GPR55 agonists via beta-arrestin recruitment, primary screen, imaging, U2OS cells, beta-arrestin-GFP redistribution (AID 1961). U2OS GPR55 beta-arrestin-GFP redistribution imaging; higher % means a stronger effect. one-dose activation, % at 10 µM; EC50 in µM for titrated hits. 290,000 compounds, 0.048% hits;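 active = activation above 40% with more than 50 cells counted in the well; inconclusive = wells holding fewer than 50 cells, flagged as toxic or sparse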;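 also: U2OS osteosarcoma cells stably expressing GPR55 and beta-arrestin-GFP; plate controls were DMSO negative control for no effect and LPI positive control for full effect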
AID2073 – disruptors of CaV2.2 binding to Mint1 – biochemical, HTRF (AID 2073); HTRF protein-protein interaction, Mint1-CaV2.2; higher % means a stronger effect; one-dose inhibition, % at 20 µM; IC50 in µM for titrated hits; 290,000 compounds, 0.19% hits; in the data active = inhibition mostly above about 51%, no sharp cut-off; inconclusive = no clear call, values can overlap the other calls; inactive = mostly below about 53%; also: some results filed as inactive read as strong as hits
HIV fusion peptide – cell-free HIV fusion peptide-binding blockers – biochemical, uHTS, fluorescence dequenching, primary screen (AID 1986); cell-free peptide binding, fluorescence dequenching, 30 min; higher % means a stronger effect; inhibition, % at 20 µM; hits with a dose series show IC50 in µM; 290,000 compounds, 0.3% hits; in the data active = inhibition mostly above about 52%, no sharp cut-off; inactive = mostly below about 76%; also: some results filed as inactive read as strong as hits
Active calls of the source: *; u = inconclusive; [ ] = remark or other dose. The list is partial; rates above refer to the full screens.

Compound	GPR55 LPI antagonism	NOD1 inhibition	KOR beta-arrestin-1	GPR35 antagonists	KOR beta-arrestin-2	SIAH1 antagonists	GPR55 beta-arrestin	AID2073	HIV fusion peptide
CCCNC(=O)CCc1nnc2ccc(N3CCC(C)CC3)nn12	6%	7%	-2.7%	-13%	-14%	4%	-0.1%	11%	-0.3%
Brc1ccc(CN2CCN(Cc3c[nH]c4ccccc34)CC2)cc1	1%	-1%	-4.8%	5%	10%	5%	-0.1%	0%	0.5%
CCC(=O)Nc1sc2c(c1C(N)=O)CCC2	4%	0%	-3.7%	0%	4%	4%	-0.1%	-4%	-1.8%
CCOC(=O)CN(C(=O)c1snc(C(N)=O)c1N)C(C(=O)NCCC(C)C)c1ccc(F)cc1 (configuration not stated)	-6%	-2%	-0.8%	12%	-45%[20 µM]	-1%	-0.1%	9%	-0.3%
Cc1ccc(N2CCN(/N=C/c3cccs3)CC2)cc1	5%	-31%	-3.2%	7%	4%	5%	-0.3%	-6%	-0.3%
CC(=O)NC(CC(=O)Nc1nc(-c2ccccc2)c(C(C)=O)s1)c1ccccc1 (configuration not stated)	1%	-20%	-2.2%	10%	-22%	-1%	-0.1%	7%	-1.5%
CNCCCCOc1ccccc1-c1ccccc1	11%	18%	-1.0%	7%	6%	-1%	0.3%	6%	-1.4%
COc1ccc(Nc2nc(N)c3ccccc3n2)c(OC)c1	6%	-10%	2.0%	9%	-8%[20 µM]	-8%	0.3%	-4%	2.3%
COc1ccc(CCNC(=O)/C(=C/c2cccnc2)NC(=O)c2ccccc2)cc1	11%	-14%	9.3%	0%	11%	6%	-0.2%	-7%	0.1%
CCCc1cc(=O)[nH]c(SCc2ccc(Cl)cc2)n1	-12%	15%	8.2%	8%	-22%	-1%	-0.1%	5%	2.9%
CCC(=O)NCCCCNC(=O)CC	-6%	-34%	4.2%	13%	15%	1%	-0.2%	-4%	0.2%
CCOC(=O)CN1CC23C=CC(O2)C(C(=O)Nc2ccc(OCC)cc2)C3C1=O (configuration not stated)	1%	-12%	0.6%	12%	13%	6%	-0.3%	22%	0.9%

Further compounds.
Compound	GPR55 LPI antagonism	NOD1 inhibition	KOR beta-arrestin-1	GPR35 antagonists	KOR beta-arrestin-2	SIAH1 antagonists	GPR55 beta-arrestin	AID2073	HIV fusion peptide
CC1CC(C)CN(C(=O)c2ccc3c(=O)n(Cc4ccc5c(c4)OCO5)c(=S)[nH]c3c2)C1 (configuration not stated)	9%	26%	-5.6%	0%	-2%	9%	-0.4%	-8%	0.2%
O=C(COC(=O)CCSc1ccc(Cl)cc1)NCc1ccco1	-19%	-31%	2.8%	-20%	-22%	-1%	0.5%	-6%	0.2%
CS(=O)(=O)c1ccc(Cl)c(NC(=O)COC(=O)CNC(=O)c2ccc(Br)o2)c1	-16%	-18%	-1.0%	7%	-1%	-2%	0.3%	5%	-1.9%
O=C(CSc1nnc2c(Cl)cc(Cl)cn12)N1CCOCC1	-13%	-8%	-3.7%	-8%	10%	25%	0.0%	-2%	1.2%
COc1ccc(C2C(C(=O)Nc3cccnc3)=C(C)Nc3nc(-c4cccs4)nn32)cc1OC (configuration not stated)	-2%	-9%	-0.6%	-18%	-50%	-1%	0.2%	u	-0.3%
CCN(CCO)C(=O)c1ccc2oc(Cc3ccc(Cl)cc3)nc2c1	6%	-26%	-4.2%	5%	-24%[20 µM]	3%	0.1%	-1%	0.6%
O=C(N1CCCC1)N1CCN(S(=O)(=O)c2ccccc2)CC1	-7%	-6%	-5.7%	0%	-8%	-3%	0.7%	-3%	0.4%
O=C1NC[C@H](c2ccccc2)N(CCc2cccc(F)c2)C1=O	10%	-7%	1.5%	4%	-10%	0%	-0.1%	9%	-0.7%
Cc1ccc2c(C(=O)CNc3nncs3)c(C)[nH]c2c1	10%	-7%	-0.8%	-4%	-3%	-3%	0.6%	-14%	-0.6%
Cc1ccc(Cl)c(N/C=C/C(=O)c2ccccc2)c1	-4%	-43%	2.1%	-2%	-38%	2%	0.3%	3%	2.8%
CCCCCC(=O)Nc1ccc(S(=O)(=O)Nc2nccnc2OC)cc1	11%	-4%	3.6%	-5%	-22%	0%	-0.1%	-5%	2.1%
CCOC(=O)C1=C(COc2ccc(C)cc2)NC(=O)NC1c1cc(C)ccc1C (configuration not stated)	-4%	-19%	0.7%	-18%	1%	1%	0.4%	8%	-0.4%

(listing goes on)
Compound	GPR55 LPI antagonism	NOD1 inhibition	KOR beta-arrestin-1	GPR35 antagonists	KOR beta-arrestin-2	SIAH1 antagonists	GPR55 beta-arrestin	AID2073	HIV fusion peptide
CC1CCCN(CCCNS(=O)(=O)c2cc(Br)cc3c2N(C(=O)C2CC2)CC3)C1 (configuration not stated)	-3%	40%	2.4%	1%	-20%	-2%	0.2%	6%	0.8%
COc1ccc(NC(=O)CNC(=O)c2c(C)nn(C)c2Cl)cc1	7%	-25%	-1.3%	1%	-5%	3%	-0.3%	-8%	0.1%
CCOC(=O)CC(NC(=O)c1cccc2c1C(=O)N(Cc1cccnc1)C2)c1ccc(OC(C)C)cc1 (configuration not stated)	8%	3%	-4.8%	-3%	-15%	-4%	-0.6%	-7%	-3.3%
Cc1cnc(C(=O)OCC(=O)NC23CC4CC(CC(C4)C2)C3)cn1	0%	-1%	2.5%	-9%	20%	-2%	0.0%	-10%	-1.1%
CCOc1cccc(CN2CCC(Oc3ccc(C(=O)NCc4ccccn4)cc3)CC2)c1	3%	-22%	-1.7%	3%	-12%	0%	-0.3%	-5%	-0.3%
CCn1c(SCC(=O)Nc2ccc(OC)c(OC)c2)nnc1-c1cccs1	11%	-3%	-2.4%	23%	-8%	2%	-0.2%	3%	3.5%
CC1(C)C2CCC1(CS(=O)(=O)N1CCC(C(N)=O)CC1)C(=O)C2 (configuration not stated)	-9%	-5%	1.8%	22%	2%	-1%	0.3%	3%	-1.2%
COc1cc(CN2CCC(n3nccc3NC(=O)c3ccc4c(c3)OCO4)CC2)ccc1O	10%	-32%	0.0%	15%	-13%	2%	0.2%	8%	0.9%
Fc1cccc(/C=N/Nc2ccccn2)c1	-6%	-25%	2.3%	-2%	-27%	-6%	-0.4%	-10%	-0.1%
COc1ccc(Cl)cc1NC(=O)CN(C)CC(=O)NC(C)c1ccccc1 (configuration not stated)	0%	-12%	2.2%	-3%	-38%	0%	0.9%	14%	-0.2%
Cc1cc(CNCc2cn(C)nc2-c2ccc(Oc3ccccc3)cc2)on1	-8%	-31%	3.4%	0%	-27%	-3%	0.0%	-3%	1.4%
Cc1c(NC(=O)c2ccccc2NS(=O)(=O)c2ccc(F)cc2)c(=O)n(-c2ccccc2)n1C	15%	4%	8.9%	-2%	26%	0%	-0.2%	-1%	-1.4%

Following part
Compound	GPR55 LPI antagonism	NOD1 inhibition	KOR beta-arrestin-1	GPR35 antagonists	KOR beta-arrestin-2	SIAH1 antagonists	GPR55 beta-arrestin	AID2073	HIV fusion peptide
O=C(O)Cc1nn(Cc2ccc(Cl)cc2)c(=O)c2ccccc12	0%	-21%	0.2%	6%	-22%	2%	-0.2%	6%	0.9%
Nc1c(Cl)cnc(C(Cl)(Cl)Cl)c1Cl	10%	-23%	0.9%	12%	-6%	5%	-0.7%	-3%	-0.5%
Cc1ccc(CN2C(=O)c3ccccc3Sc3ccc(C(=O)NCCCN4CCOCC4)cc32)cc1	-4%	16%	3.5%	9%	-18%	-3%	-0.1%	7%	-0.8%
O=[N+]([O-])c1cc(C(F)(F)F)ccc1NN=C1CCCC1	1%	-70%	0.6%	0%	14%	0%	0.1%	5%	1.2%
COc1ccc(NC(=O)C2CC(c3cc(OC)c(OC)c(OC)c3)=NO2)cc1OC (configuration not stated)	5%	-18%	-1.6%	1%	-41%	0%	-0.1%	-6%	0.0%
CSc1ccccc1NC(=O)C1=CC(c2ccc(C)cc2)=NS(=O)(=O)N1C	4%	-11%	-8.6%	-5%	3%[20 µM]	2%	1.2%	-3%	-1.3%
CCN1CNC(=S)N(c2cccc(C)c2)C1	-12%	-6%	2.7%	-10%	-26%	-1%	-0.1%	-14%	-0.4%
O=C(CN(Cc1ccccc1Cl)C(=O)c1csnn1)NCc1ccc(F)cc1	-1%	-2%	-1.0%	-6%	-3%	3%	-0.1%	5%	-0.4%
CS(=O)(=O)N1CCC(C(=O)c2cccc(Cl)c2)CC1	8%	-14%	8.1%	-7%	-22%	-2%	-0.2%	-2%	-2.0%
COC(=O)c1ccc(-c2ccc([C@H]3[C@H]4C=CC[C@@H](C)[C@@H]4C(=O)N3Cc3ccccc3)c(F)c2)cc1	6%	6%	7.0%	8%	4%	-1%	-0.1%	14%	2.8%
Cc1cccc(N2C(=O)SC(SC(=Nc3ccccc3)Nc3ccccc3)C2=O)c1 (configuration not stated)	2%	-12%	9.0%	3%	-21%	3%	0.1%	-13%	6.1%
O=[N+]([O-])c1ccc(Cl)cc1Sc1cccc2cccnc12	10%	-19%	-2.8%	-4%	-21%	6%	-0.2%	-4%	-2.0%

Further compounds follow.
Compound	GPR55 LPI antagonism	NOD1 inhibition	KOR beta-arrestin-1	GPR35 antagonists	KOR beta-arrestin-2	SIAH1 antagonists	GPR55 beta-arrestin	AID2073	HIV fusion peptide
CS(=O)(=O)n1nc(-c2cccnc2)nc1NCc1ccccc1	10%	-33%	-2.3%	3%	2%	12%	0.2%	1%	-1.4%
CCc1ccc(-c2nc(CN3CCC(C(=O)NCCc4ccc(OC)c(OC)c4)CC3)c(C)o2)cc1	9%	-6%	0.9%	-9%	4%	-1%	-0.1%	-4%	-1.1%
O=CNCc1nc2ccccc2n1CCCc1ccccc1	6%	-2%	2.4%	8%	-1%	3%	-0.1%	-6%	1.8%
CCOc1ccc(S(=O)(=O)N(C)CC(=O)NCc2ccccn2)cc1	4%	-25%	0.2%	24%	-21%	-3%	-0.2%	-12%	-0.5%
CCOC(=O)C(C#N)c1ccccn1 (configuration not stated)	1%	-30%	-0.2%	-5%	13%	1%	-0.1%	0%	-0.6%
COC(=O)c1sccc1NC(=O)c1cc(-c2cccc(C)c2)nc2ccccc12	15%	-31%	5.5%	-18%	0%	-1%	-0.2%	18%	3.7%
COc1cccc(-c2onc3ccc(C(=O)/C=C/N(C)C)cc23)c1	14%	28%	-10%	-6%	9%	14%	-0.2%	-1%	0.0%
COc1ccc(NC(=O)c2ccc(COc3ccccc3Br)o2)cc1OC	24%	-10%	3.6%	1%	-13%	2%	0.3%	-1%	2.8%
